Source: PubChem BioAssay (several laboratories)
LYP phosphatase = inhibitors of LYP phosphatase, biochemical, fluorescence intensity, uHTS (AID 1779); recombinant LYP phosphatase, fluorescence intensity; higher % means a stronger effect; inhibition, % at 11.5 µM, or IC50 in µM where a hit was titrated; 290,000 tested, 0.054% active;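 also: plate controls were vehicle with enzyme for no effect and no enzyme for full effect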
Lipid droplet = modulators of hepatic lipid droplet formation; AML12 mouse hepatocytes, oleate lipid droplets, BODIPY imaging; inhibition, % at 6.5 µM; 240,000 tested, 0.4% active;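 active = lipid droplet intensity inhibited by at least 50%, with more than 500 cells counted; inconclusive = wells with under 300 cells, treated as cytotoxic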
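Assay system: AML12 hepatocytes (mouse); Probe or stimulus: oleic acid at 100 µM to induce lipid droplet formation; Dosing: compound at 6.5 µM only; Schedule: compound with oleate, overnight; Detection: fluorescence imaging, 20x objective, two fields per well; Measure: % inhibition of lipid droplet signal.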
AID2073 = inhibitors of Mint1-CaV2.2 protein interaction, biochemical, HTRF (AID 2073); one-dose inhibition, % at 20 µM; IC50 in µM for titrated hits; HTRF protein-protein interaction, Mint1-CaV2.2; higher % means a stronger effect; 290,000 tested, 0.19% active; in the data active = inhibition mostly above about 51%, no sharp cut-off; inconclusive = no clear call, values can overlap the other calls; inactive = mostly below about 53%; also: some results filed as inactive read as strong as hits
Myeloid diff 2 = myeloid differentiation induction | ER-HoxA9 myeloid progenitors, lysozyme-GFP differentiation, flow cytometry | calls only at 10 µM | 360,000 tested, 1% active | AID 624256;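 active = normalized GFP-positive differentiation at or above the plate's own cutoff, the solvent-only control mean plus 3 SD; inconclusive = no clear call, values can overlap the other calls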;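 also: cells exposed to compound for four days before flow analysis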
XIAP displacement = small molecules displacing peptide from XIAP – biochemical, IAP family, fluorescence polarization (AID 1018); 200,000 tested, 0.007% active; displacement, % at 20 µM, or IC50 in µM where a hit was titrated; XIAP BIR domain, fluorescence polarization peptide displacement; higher % means a stronger effect; in the data active = displacement above about 50%; also: a part of the inactive calls stands beside numbers as strong as those of hits
SIAH1 antagonists = blockers of Siah-1 interaction with plectin peptide – biochemical, fluorescence polarization, rhodamine-plectin, uHTS, primary screen (AID 1817); displacement, % at 20 µM, or IC50 in µM where a hit was titrated; Siah-1 / rhodamine-plectin peptide fluorescence polarization; higher % means a stronger effect; 290,000 tested, 0.02% active;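 active = displacement of at least 50% at 20 µM, with a fluorescence ratio check between 0.3 and a set limit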;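 also: plate controls were Siah plus tracer with DMSO for no effect and tracer alone without Siah for full effect; strong numbers were not always called active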
HIV fusion peptide = cell-free HIV fusion peptide-binding blockers – biochemical, uHTS, fluorescence dequenching, primary screen (AID 1986); inhibition, % at 20 µM, or IC50 in µM where a hit was titrated; cell-free peptide binding, fluorescence dequenching, 30 min; higher % means a stronger effect; 290,000 tested, 0.3% active; in the data active = inhibition mostly above about 52%, no sharp cut-off; inactive = mostly below about 76%; also: some results filed as inactive read as strong as hits
Dengue-2 NS5 capping = flavivirus cap methylation enzyme inhibition – biochemical, confirmation dose response, primary screen (AID 588689); Dengue-2 NS5 methyltransferase capping enzyme assay, biochemical; higher % means a stronger effect; one-dose inhibition, % at 25 µM; IC50 in µM for titrated hits; 340,000 tested, 0.3% active; in the data active = a potency from the dose series; inconclusive = inhibition above about 29% without an active follow-up result
HEK293 NOD2/NF-kB = NOD2 signaling inhibitors, cell-based, luminescence, uHTS, HEK293 (AID 1566); HEK293 NOD2/NF-kB luciferase reporter, luminescence; higher % means a stronger effect; inhibition, % at 4 µM; hits with a dose series show EC50 in µM; 290,000 tested, 0.63% active; also: many of its hits are not listed in these tables
Lipid droplet cells 6.5 µM = further read-out of Lipid droplet, marked with its call; cell count; measured here: cell count, cytotoxicity flag;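 cells counted across two imaged fields per well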
Dengue-2 NS5 capping pilot replicate = further read-out of Dengue-2 NS5 capping, marked with its call; inhibition, %; measured here: pilot screen replicate inhibition
Myeloid diff 2 GFP+ MAC1+ % = further read-out of Myeloid diff 2, marked with its call; GFP+ MAC1+ double positive, %; measured here: differentiation confirmed by MAC1 staining
* = called active by the depositor; i = inactive; ? = inconclusive; . = no result given; + = active, no number. Rule as the data show it, unless noted: active = inhibition above about 50%; inactive = the rest. The list is partial. The share of hits here may be higher or lower than overall.

SMILES	LYP phosphatase	Lipid droplet	Lipid droplet cells 6.5 µM	AID2073	Myeloid diff 2	Myeloid diff 2 GFP+ MAC1+ %	XIAP displacement	SIAH1 antagonists	HIV fusion peptide	Dengue-2 NS5 capping	HEK293 NOD2/NF-kB	others
COc1cccc(-c2cc(C(=O)N3CCN(C(c4ccccc4)c4ccccc4)CC3)no2)c1	4%	.	.	19%	i	7.3	-0.4%	2%	-2.3%	-10%	19%
Cc1[nH]c(C)c(S(=O)(=O)N2c3ccccc3CC2C)c1C(=O)N1CCCCC1 (centres undefined)	-2%	-40	752	3%	i	1.0	.	-3%	1.0%	4%	4%
O=Cc1c(NCc2ccccc2F)c2ccccc2[nH]c1=O	-9%	8	874	-5%	i	0.5	.	0%	-0.7%	-14%	15%
Cc1ccc(CNS(=O)(=O)c2ccc(CN3C(=O)c4cccnc4C3=O)cc2)o1	-8%	-2	696	-1%	?	.	.	1%	0.0%	-8%	0%
O=C(c1cccc(C(=O)N2CCN(c3ccc(F)cc3)CC2)c1)N1CCN(c2ccc(F)cc2)CC1	0%	.	.	6%	i	9.9	-5.6%	-3%	28%	2%	18%
OC(COc1c(Br)cc(Br)cc1Br)CN1CCOCC1 (centres undefined)	-8%	.	.	-3%	i	0.5	-1.6%	6%	0.9%	-8%	-20%
CN1CCc2c(c3ccccc3n2C)C1	-2%	.	.	-8%	i	1.4	-1.0%	4%	5.2%	3%	12%
Cc1ccc(-n2nc3c(=O)n(CCCC(=O)NCc4cccc(Cl)c4)nc(C)c3c2C)cc1	-9%	-2	704	25%	?	.	.	0%	-1.7%	-8%	35%
CCCC(=O)Nc1ccc(Nc2ccccc2)cc1	-5%	-25	596	-4%	i	1.2	-10%	1%	-0.2%	-1%	15%
Cc1cc(C)nc(NC(=O)c2cc(-c3ccc4c(c3)OCO4)nc3ccccc23)c1	2%	-10	804	21%	i	1.5	.	1%	2.0%	5%	0%
COc1ccc(NC(=O)Nc2nnc(Cc3ccc(F)cc3)s2)cc1	-5%	7	835	7%	i	0.5	.	-6%	1.9%	-12%	11%
CCOc1ccc2nc(SCC(=O)Nc3ccc(S(=O)(=O)N4CCCC4)cc3)c(C)cc2c1	-2%	-8	719	29%	i	0.2	.	-6%	-0.2%	-6%	-20%
O=C1N/C(=C/c2cccs2)C(=O)N1Cc1ccc(Br)cc1	-8%	-11	655	33%	i	0.5	-9.0%	7%	2.2%	-8%	-9%
COc1cccc(/C=c2\s/c(=C\C(=O)C(C)(C)C)[nH]c2=O)c1	8%	-1	684	5%	i	0.4	-8.6%	1%	1.1%	1%	-8%
CCOC(=O)c1c(CC(C)C)csc1NC=O	-7%	.	.	-1%	i	0.5	-3.9%	-2%	-2.4%	-4%	12%
CC1CC1C(=O)Nc1nc(-c2ccc(Cl)s2)cs1 (centres undefined)	2%	0	674	-9%	i	1.8	-9.1%	-8%	-0.4%	-6%	-19%
C#CCOc1ccccc1/C=C1/C(=O)ON=C1C	-5%	-1	402	14%	i	0.0	.	0%	0.6%	>100µM*	0%
O=C(Cc1ccccc1)NCC(=O)N1CCC2(CC1)NCCc1[nH]cnc12	-7%	8	719	-10%	i	0.6	.	8%	0.1%	-2%	3%
Cc1nc(NC(=O)c2ccc3c(c2)OCCO3)ccc1Br	-2%	-2	816	8%	i	0.4	.	3%	1.2%	-1%	-102%
COc1ccc(S(=O)(=O)N2CCC(C(=O)NCC3CCCO3)CC2)cc1 (centres undefined)	-10%	-20	846	3%	i	2.8	-11%	-3%	-2.0%	-9%	-16%
C[C@@H]1NC(=O)[C@H](CCCN=C(N)N)NC(=O)c2cc([N+](=O)[O-])cc(I)c2NCCC[C@@H](C(N)=O)NC1=O	-5%	-2	742	-44%	i	1.3	-1.7%	-9%	-3.6%	-3%	10%
CCCCOC(=O)C1=C(C)NC(=O)NC1c1ccc(N(C)C)cc1 (centres undefined)	-7%	6	823	8%	i	0.8	.	-8%	-1.9%	3%	10%
COC(=O)c1ccc(S(=O)(=O)c2ccc([N+](=O)[O-])cc2)cc1	-6%	.	.	-4%	i	0.4	.	1%	-1.1%	-1%	16%
CC1=Nn2c(nnc2-c2n[nH]c3c2CCC3)SC1	-2%	.	.	8%	i	1.4	0.2%	0%	-2.2%	-3%	-13%
O=C1SCCC1NC(=O)C(c1ccccc1)c1ccccc1 (centres undefined)	-3%	2	721	-18%	i	0.5	.	-4%	-1.4%	.	-22%
CC(C)CNC(=O)/C=C/c1cccs1	-3%	20	557	1%	i	0.7	-1.8%	0%	1.1%	-1%	-11%
COc1cccc(OCC(O)CN2CCN(c3ccc(F)cc3)CC2)c1 (centres undefined)	-9%	2	835	7%	i	0.3	.	-3%	-0.8%	-2%	5%
O=C(COC(=O)C1C2CC3OC(=O)C1C3C2)Nc1ccccc1 (centres undefined)	-12%	4	860	19%	i	0.6	.	-4%	-0.1%	1%	-16%
O=C(Nn1cnnc1)c1ccc(Cl)c([N+](=O)[O-])c1	-2%	1	716	-4%	i	0.4	.	-3%	0.3%	11%	10%
CN1/C(=c2/s/c(=C3/C(=O)N(c4ccccc4)NC3=Nc3ccccc3)n(C)c2=O)C(C)(C)c2ccccc21	11%	49	663	54%	+	13*	-5.8%	2%	23%	-44%	-2%
COc1ccc(CCNC(=O)C2CCN(C(=O)c3ccc(C(C)(C)C)cc3)CC2)cc1	-7%	-1	836	8%	i	0.1	.	-4%	-1.2%	-2%	-3%	Dengue-2 NS5 capping pilot replicate=-2.4
NCCN1CCN(CCN)CC1	4%	12	640	-3%	i	1.0	-4.7%	-1%	-2.3%	-3%	-4%
Cc1ccc(CSCC(Nc2ccc(C(=O)O)cc2[N+](=O)[O-])C(=O)O)cc1 (centres undefined)	3%	7	790	-3%	i	2.0	-21%	7%	0.5%	2%	-4%
CCOC(=O)n1c(=O)oc2ccc(Cl)cc21	-5%	-31	683	4%	i	1.2	0.8%	6%	0.9%	-5%	-16%
CCOC(=O)C1=C(C)N=c2s/c(=C/c3ccc(OCC(=O)O)cc3)c(=O)n2C1c1cc(OC)c(OC)c(OC)c1 (centres undefined)	4%	16	836	22%	i	0.6	.	11%	18%	4%	8%
Cc1ccc(SC(c2ccccc2)C(Cn2cncn2)C(=O)c2ccccc2)cc1 (centres undefined)	-9%	-2	787	15%	i	0.9	-6.6%	2%	-2.1%	4%	-4%
Cc1noc(C)c1S(=O)(=O)N(CC(=O)NCc1ccc(F)cc1)c1ccc(C(C)C)cc1	0%	-3	742	6%	i	1.4	.	-3%	0.0%	-11%	-16%
CSc1nc(C)c2c(n1)N(c1ccc(C(C)C)cc1)CC2	1%	.	.	12%	i	0.2	-1.5%	2%	-2.8%	-5%	7%
CCCn1c(SCC(=O)N2CCCc3ccccc32)nnc1-c1ccccn1	3%	-14	641	-4%	i	0.8	-11%	-4%	0.3%	-9%	7%
CC(C)OC(=O)c1c(N)n(CCCN2CCOCC2)c2nc3ccccc3nc12	-27%	-4	813	23%	i	0.9	-4.8%	3%	0.6%	-2%	-13%
Cc1cc(NC(=O)CN2C(=O)S/C(=C\c3ccccc3)C2=O)no1	0%	-36	651	4%	i	0.8	3.2%	9%	6.4%	-4%	8%
CCNC(=S)N(Cc1cccs1)Cc1cc2cc(OCC)ccc2[nH]c1=O	4%	-5	588	?	i	0.6	-21%	2%	1.4%	0%	8%
O=c1c2ccccc2nnn1Cc1ccc(Br)cc1	-7%	4	694	-12%	i	0.3	-8.4%	-1%	-1.4%	-1%	19%
CC(C)(C)c1ccc(C(=O)NN2CCOCC2)cc1	-5%	-28	669	10%	i	0.2	.	1%	-0.4%	-6%	9%
